# Source: PubChem (Sanford-Burnham Center for Chemical Genomics)
# 697 NFkB inh: inhibitors of the PMA/ionomycin-induced NF-kB reporter in 697 B cells | 697 B-cell NF-kB luciferase reporter, 16 h | 330,000 tested, 0.33% active | inhibition, % at 4 µM; in the data active = inhibition above about 35%
# CXCR6 inh: inhibitors of human CXCR6 receptor. O00574. CHO-K1 PathHunter CXCR6 beta-arrestin, luminescence. inhibition, % at 20 µM. 360,000 tested, 0.36% active. AID 602244; in the data active = inhibition above about 34%, passing the limit was not always enough;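 note: antagonist mode with CXCL16 agonist at 10 nM final; 0% = 10 nM CXCL16 with DMSO and 100% = unstimulated wells without agonist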
# Jurkat NFkB inh: inhibitors of the PMA/ionomycin-induced NF-kB reporter in Jurkat cells; inhibition, % at 4 µM; PMA/ionomycin-induced NF-kB luciferase reporter, luminescence; AID 435003; 330,000 tested, 0.53% active; in the data active = inhibition above about 50%
# CCR6 antag: antagonists of human CCR6 receptor | P51684 | inhibition, % at 20 µM | CHO-K1 CCR6 PathHunter beta-arrestin, luminescence, CCL20-stimulated | 340,000 tested, 0.49% active;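 active = compounds whose inhibition of the agonist-driven luminescence signal at 20 µM reaches about 50%, limit read from the data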;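 note: cells stimulated with CCL20 at 14 nM final; plate controls were DMSO with CCL20 for no effect and DMSO without agonist for full effect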
# Target sequence (P51684 whole entry, looked up): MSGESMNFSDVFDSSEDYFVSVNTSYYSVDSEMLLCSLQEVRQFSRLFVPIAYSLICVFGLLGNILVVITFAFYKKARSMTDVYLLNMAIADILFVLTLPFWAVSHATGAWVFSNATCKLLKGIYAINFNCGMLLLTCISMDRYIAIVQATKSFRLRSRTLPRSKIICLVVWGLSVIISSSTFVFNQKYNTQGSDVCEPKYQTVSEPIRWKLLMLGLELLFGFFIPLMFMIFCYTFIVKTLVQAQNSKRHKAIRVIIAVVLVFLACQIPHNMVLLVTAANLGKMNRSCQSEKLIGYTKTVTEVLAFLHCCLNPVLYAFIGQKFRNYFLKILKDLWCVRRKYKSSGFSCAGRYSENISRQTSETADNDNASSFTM
# UBC13 polyUb: blocks human UBC13 polyubiquitin chain formation; P61088; TR-FRET; inhibition, % at 20 µM; 330,000 tested, 0.47% active; AID 485273; in the data active = inhibition above about 45%, passing the limit was not always enough
# Target sequence (P61088 whole entry, looked up): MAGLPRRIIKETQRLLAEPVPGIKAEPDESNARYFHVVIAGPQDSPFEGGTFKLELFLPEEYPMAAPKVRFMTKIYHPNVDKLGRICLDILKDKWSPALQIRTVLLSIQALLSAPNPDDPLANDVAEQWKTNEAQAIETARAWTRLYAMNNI
# APJ antag: APJ receptor antagonism; P35414; CHO-K1 APJ beta-arrestin complementation, luminescence; inhibition, % at 20 µM; 330,000 tested, 0.32% active;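 active = inhibition above about 40% at 20 µM, limit read from the data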;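 note: cells challenged with 10 nM apelin-13 agonist together with compound; plate controls were apelin-13 plus DMSO wells for no effect and DMSO wells lacking apelin-13 for full effect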
# EBI2 block: blocks human EBI2 receptor beta-arrestin signaling | P32249 | EBI2 beta-arrestin recruitment, luminescence, 7a,25-OHC stimulated | inhibition, % at 5 µM | 360,000 tested, 0.81% active | AID 651636; in the data active = inhibition above about 38%;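 note: enzyme fragment complementation signal reports receptor beta-arrestin coupling in cells; 0% = agonist plus DMSO wells and 100% = wells without agonist; some results beyond the cut were filed as inactive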
# Target sequence (P32249 whole entry, looked up, the tested form may be a part): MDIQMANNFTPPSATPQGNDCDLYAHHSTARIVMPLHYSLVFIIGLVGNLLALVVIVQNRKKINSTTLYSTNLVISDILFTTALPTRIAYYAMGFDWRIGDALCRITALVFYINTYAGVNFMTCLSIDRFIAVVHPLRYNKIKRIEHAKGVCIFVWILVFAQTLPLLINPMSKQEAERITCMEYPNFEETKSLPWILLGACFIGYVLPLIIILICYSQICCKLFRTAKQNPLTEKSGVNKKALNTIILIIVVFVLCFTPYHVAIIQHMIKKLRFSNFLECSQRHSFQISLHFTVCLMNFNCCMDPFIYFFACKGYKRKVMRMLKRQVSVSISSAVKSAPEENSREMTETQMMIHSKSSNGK
# Gli-Sufu antag: blocks Gli-Sufu signaling in a luciferase reporter. 340,000 tested, 0.74% active. inhibition, % at 5 µM. Sufu-KO-LIGHT fibroblasts, Gli luciferase reporter luminescence;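 active = inhibition above about 55%, limit read from the data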;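 note: 0% = DMSO-treated cells and 100% = wells with medium but no cells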
# * = called active by the depositor; nt = no result given; & = joins results of further samples.
# Every second line gives: 697 NFkB inh, Gli-Sufu antag, UBC13 polyUb, APJ antag, Jurkat NFkB inh, CCR6 antag, EBI2 block, CXCR6 inh
COc1ccc(C)cc1NC(=O)C(OC(=O)C1=NNC(=O)CC1)c1ccccc1 (stereo not drawn)
→ 14, -6, 30, 16, 9, -2, 1, 2
Cn1c(=O)c2[nH]c(N/N=C(/C#N)C(N)=O)nc2n(C)c1=O
→ 12, 6, 10, 14, 10, 14, nt, nt
COc1ccc(Br)cc1CNCC1CCCO1 (stereo not drawn)
→ -5, 4, -5, -10, -12, 7, 0, 2
CCN(CC)C(=O)C1CCN(c2ncnc3c2cnn3-c2ccc(C)cc2C)CC1
→ 23, -1, 3, 5, -5, 3, -2, 2
O=C(Nc1nnc(SCc2ccccc2F)s1)c1ccco1
→ -4, -5, -5, -6, 0, 6, 5, 14
Cc1ccc(N2CCN(c3ccc([N+](=O)[O-])cn3)CC2)c(C)c1
→ 14, 3, 7, 14, 51*, 8, -2, 1
O=C(C=Cc1ccccc1)c1c[nH]c2ccccc2c1=O
→ nt, -8, nt, nt, nt, 26, 9, 9
Cn1c(=O)c2c(O)c(Cc3ccccc3)c(=O)[nH]c2n(C)c1=O
→ -23, 0, -2, 13, -5, -9, -15, -4
Cc1ccc(C(=O)Nc2cc(S(=O)(=O)N3CCOCC3)ccc2N2CCCC2)cc1
→ 7, 9, 1, 0, -23, -2, -2, -6
CCOc1ccc(C(=O)N2CCN(S(=O)(=O)c3cccs3)CC2)c(OCC)c1
→ -4, 6, 0, 9, -8, 1, -24, 1
COC(=O)CSc1ccc2nnc(-c3ccc(OC)c(OC)c3)n2n1
→ -4, 6, 5, 18, -4, 8, 6, 3
O=C(NCc1ccccc1)C(c1ccc(F)cc1)N(Cc1ccco1)C(=O)c1ccccn1 (stereo not drawn)
→ 6, 12, 0, 2, 9, 6, 9, 4
CCCCCC(=O)N1CCN(CCN=CC2=C(O)CC(c3cccs3)CC2=O)CC1 (stereo not drawn)
→ -7, -1&8, 3, 6, -1, -1&3, -7&-3, -2&4
CCOC(=O)C1CCN(C(=O)C(=O)c2cn(CC(=O)N3CCCCCC3)c3ccccc23)CC1
→ 2, -4, -13, 21, -10, 1, 8, -1
N#Cc1cc2ccccc2nc1N
→ 13, -4, 12, 7, 3, 4, 4, -7
Cc1nc2sc(C(=O)OCC(=O)N3c4ccccc4CC3C)c(C)c2c(=O)[nH]1 (stereo not drawn)
→ 26, -2, 4, -6, -18, 0, 6, -2
Cc1ccc(Cl)cc1NC(=O)C1CCCN(c2cnccn2)C1 (stereo not drawn)
→ -3, -6, 2, 10, 10, -4, 4, 4
O=C(NC(NC(=S)Nc1ccccc1C(=O)O)C(Cl)(Cl)Cl)c1cccc([N+](=O)[O-])c1 (stereo not drawn)
→ -10, 4, -10, 9, -1, 15, 4, 0
Cc1ccc2cccc(OCC(=O)Nc3ccc4c(c3)OCO4)c2n1
→ 19, 3, -7, 10, 2, 1, -2, 7
COc1ccc(C(=O)N2CCCC(c3ccccc3)C2)cc1 (stereo not drawn)
→ 12, -17, 8, 7, -14, 17, -2, 15
CCN(CC)S(=O)(=O)c1ccc2c(c1)nc(CCC(=O)OCC(=O)Nc1cc(OC)cc(OC)c1)n2C
→ 18, 3, 4, 9, 10, 11, -17, -18
CN(Cc1nc2ccccc2n1C)C(=O)c1cccs1
→ 22, 1, -8, -13, 1, -36, 2, -5
COc1cc(NC(=O)c2cc3c(Cl)nc4ccccc4c3s2)cc(OC)c1OC
→ 24, 32, -1, -9, 14, 9, -15, -24
O=C(c1n[nH]c2ccccc12)N1CCN(S(=O)(=O)c2ccccc2)CC1
→ -5, -7, -9, -70, -12, -1, -7, 4
O=S1(=O)N=C2CCCCCN2C(c2ccc(F)cc2)N1 (stereo not drawn)
→ 18, -3, 4, -17, -3, -1, -4, 0
COc1ccc(S(=O)(=O)NCCC(=O)NC2CCCCC2C)cc1[N+](=O)[O-] (stereo not drawn)
→ 8, 4, 15, -10, -2, -5, 2, 2
O=C(CN1CCN(CC(=O)Nc2ccccc2Cl)CC1)NCC1(N2CCCCC2)CCCCC1
→ 11, 15, 31, -17, 8, 3, 0, 2
CN1C(=O)CSc2ccc(NC(=O)NCc3ccc(F)cc3)cc21
→ 18, 6, 6, 3, 7, 16, -2, -6
CCCCN(C(=O)c1cnccn1)c1c(N)n(CCC)c(=O)[nH]c1=O
→ -3, 6, -8, 5, -6, 9, -4, -3
CCOC(=O)c1[nH]c(C)c(C(=O)OCC(=O)Nc2sc3c(c2C#N)CCCCC3)c1C
→ 33, 2, -9, -7, 12, 12, 17, -1
COc1ccc(CCNC(=O)CSc2nnc(-c3ccco3)c(-c3ccco3)n2)cc1OC
→ 27, nt, -31, -13, 11, nt, nt, nt
Cc1cc(NC(=O)CSc2nnc(C3CC3)n2N)no1
→ -4, -23, -1, 5, -11, 10, -8, 7
Cc1ccc(C(c2nnnn2C2CCCCC2)N(C)C2CCCCC2)cc1 (stereo not drawn)
→ -7, 13, -4, 1, 0, 27, 21, 11
COc1ccc(-c2nc(CC(=O)O)cs2)cc1OC
→ 5, nt, -8, -9, -5, nt, nt, nt
COc1ccccc1OCC(=O)Nc1nc(-c2ccc(S(=O)(=O)N3CCOCC3)cc2)cs1
→ -10, 9, 2, -15, -9, -2, 12, 4
CSC1=NC(C(Cl)(Cl)Cl)N=C(c2ccc(C)cc2)N1 (stereo not drawn)
→ -5, 2, 18, -8, 70*, 14, -5, 1
CC(=O)NC1=NN(C(C)=O)C(c2sccc2C)S1 (stereo not drawn)
→ 0, 2, -2, 19, -2, -6, -8, -1
CCC(OC(=O)CC1Sc2ccccc2NC1=O)C(=O)NCC1CCCO1 (stereo not drawn)
→ 7, -4, 6, 9, 0, 10, -2, 4
COc1ccc(NC(=O)CCCCCN2C(=O)c3ccccc3C2=O)c(OC)c1
→ -3, -1, 6, 10, 5, 6, -7, -19
O=c1oc2ccccc2c(Nc2cc3ccccc3cc2O)c1[N+](=O)[O-]
→ -128, 9, -26, 10, -66, 11, 2, 7
Cc1ccc(OCc2nnc(SC3CCc4ccccc4C3=O)n2C)cc1 (stereo not drawn)
→ -10, 1, -14, -40, 11, 15, 5, 6
CCOc1cc(C(=O)Nc2ccc3c(c2)OCO3)ccc1OCCOc1ccccc1Cl
→ 10, -6, 2, 0, 20, 11, 1, -3
CN(C)c1ncnc2c1ncn2C1OC(CO)C(O)C1O (stereo not drawn)
→ -104, -2, 0, -27, 35, 5, 12, -6
Cc1ccc(C(=O)N(CC(=O)NC2CCCC2)Cc2cccs2)s1
→ -7, -3, -9, 7, 8, 1, 8, 3
O=C(O)C1CCCCC1C(=O)Nc1nccs1 (stereo not drawn)
→ -4, -7, -5, 13, -8, 6, -1, 8
O=C(O)c1cccc(NC(=O)c2cc(-c3cccc(Cl)c3)nc3ccccc23)c1
→ 5, -13, -8, -2, 19, 15, -7, -3
COCCn1c(Cc2ccccc2)nnc1SCC(=O)N1CCCC1=O
→ -4, -1, -5, -1, 7, -5, -2, -2
Cc1cc(C(=O)CSc2nc(N)cc(N)n2)c(C)n1CC1CCCO1 (stereo not drawn)
→ 12, 1, 3, 6, 1, 8, -7, 0
Cc1nn(-c2ccccc2)c(Cl)c1/C=N/NC(=O)c1cccnc1
→ -1, -25, 8, 12, -5, 10, -11, -5
Cc1ccc(C(=O)Nc2nc(-c3ccccn3)cs2)o1
→ -17, -11, -24, 18, 6, -4, 2, -10

# Later entries.
# Every second line gives: 697 NFkB inh, Gli-Sufu antag, UBC13 polyUb, APJ antag, Jurkat NFkB inh, CCR6 antag, EBI2 block, CXCR6 inh
Cc1ccccc1NC(=O)Nc1ccccc1C(=O)NCc1ccccc1
→ 7, 4, 0, 16, 6, 22, 4, 0
CCn1c2ccccc2c2nnc(SCCN3CCCCC3)nc21
→ -20, 30, -9, -2, 3, 1, -6, 13
CN(C)C1=NC[C@H](Cc2ccccc2)N1CCCC1CCCC1
→ -11, 56*, 23, 13, 24, 18, 8, -10
CCOC(=O)c1c(NC(=O)CSc2nnc(C)s2)sc2c1CCC(C)C2 (stereo not drawn)
→ -19, 10, -4, -11, 10, 7, 8, 6
O=C1SCCC1NS(=O)(=O)c1ccc([N+](=O)[O-])cc1 (stereo not drawn)
→ -2, -13, -1, -26, -9, -13, -2, -8
O=C(Cn1cc(C(F)(F)F)ccc1=O)N/N=C/c1ccc(Cl)cc1Cl
→ -12, 8, -3, 6, -2, -6, -1, 12
Cc1ccc(OC/C(O)=C(\C#N)c2nc3ccccc3s2)cc1
→ -19, -6, -13, -7, 7, -7, -8, -1
COc1ccc(C(=O)Oc2ccc(/C=N/NC(=O)c3cccnc3)cc2OC)cc1
→ 14, -1, -3, 6, -1, 0, 3, -3
CN(Cc1ccccc1)C(=S)NC(=O)c1ccc(-c2ccccc2)cc1
→ -21, -6, 12, 32, 6, 57*, 8, 32
CCCc1ccc(-c2ccc(C(=O)O)cc2)nc1
→ -158, -10, -2, 20, -18, 7, -6, -5
CCc1cc(C(=O)NCC(c2cccs2)N2CCOCC2)sc1C (stereo not drawn)
→ -11, 4, -4, 15, -3, 14, 1, 11
Cc1ccc2[nH]c3c(=O)n(N)c(C)nc3c2c1
→ 0, -22, 2, -7, -9, -9, 9, -10
Cc1ccc(CNC(=O)COC(=O)c2cc(C)oc2C)cc1
→ 12, -7, 6, 6, 2, 1, -14, 0
COc1cc(NC(=S)NC2CC(C)(C)NC(C)(C)C2)cc(OC)c1
→ 16, 0, 14, -4, -2, 4, 7, 4
COc1cc(OC)c(NC(=O)c2sc3ncn(CC(=O)N4CCN(c5ccccn5)CC4)c(=O)c3c2C)cc1Cl
→ -9, 2, 7, -12, 15, 24, 1, 9
Cc1ccc(Nc2cc(C)nc3nnnn23)cc1
→ -2, -10, -2, -7, -15, 13, 1, 4
Cc1ccc(N(Cc2ccc([N+](=O)[O-])cc2)C(=O)c2ccco2)cc1C
→ 18, 6, 13, 4, 2, 9, -16, 0
CC1(C)C2CCC(C2)C1(C)NC(=O)C[N+](C)(C)C (stereo not drawn)
→ 3, -5, -8, -20, 7, 4, -1, -5
COc1ccccc1CNCc1cccc(Oc2ccccc2)c1
→ -1, 46, -3, 29, 1, 7, -1, 2
CCOC(=O)/C(C#N)=N/Nc1ccccc1OC
→ -33, -8, -1, 17, -9, 16, -11, 3
COCCN(C(=O)Nc1ccc(OC)cc1OC)C1CCN(C(C)C)CC1
→ 18, 4, 2, 14, -9, -4, -11, -8
CCOc1ccc(C2/C(=C(/O)c3ccc(S(=O)(=O)N4CCCCC4)cc3)C(=O)C(=O)N2CCCOC)cc1OC (stereo not drawn)
→ 15, -2, -12, 2, 0, 0, -4, 1
Cc1ccc(-c2cc(C(=O)Nc3ccc4c(c3)OCCO4)c3ccccc3n2)cc1
→ -15, -14, -10, -15, -21, 6, 7, -4
CC(C)Oc1ccccc1OCCN(C)C
→ 7, -4, -10, 1, 9, 2, -9, 1
O=C(NC1CCCC1)C1CCN(c2nccs2)CC1
→ -9, 4, -3, 0, 3, 5, -6, 5
Cc1ccc(NC(=O)c2nnn(-c3ccc4c(c3)OCCO4)c2N)cc1
→ -132, -35, -1, -7, -109, 0, 1, -8
CC1CN(C)C(C)CC1NCc1ccc2c(c1)OCO2 (stereo not drawn)
→ -20, -5, -6, -17, -11, -7, -2, -4
CCOc1ccc2nc(N3C(=O)C(O)=C(C(=O)c4ccco4)C3c3ccco3)sc2c1 (stereo not drawn)
→ -142, -20, -49, 32, -86, -1, 1, -6
O=C(CCn1c(=O)oc2cc(Cl)ccc21)Nc1ccc(O)cc1
→ -5, 10, 2, 6, 0, 7, 0, -5
Cc1ccc(S(=O)(=O)N2CCOCC2)cc1C(=O)NCc1cccs1
→ 5, 0, 1, 11, -11, 3, -3, 7
Cn1nc(C(=O)N2CCC(C(N)=O)CC2)c2c1-c1ccccc1SC2
→ -5, 9, -11, 1, -21, 6, -4, 5
